# pPAFAH FP inh = pPAFAH (human) enzyme inhibition; 330,000 tested, 1.5% active; Q13093; AID 463082; inhibition, % at 3.39 µM; recombinant pPAFAH, FP-rhodamine probe fluorescence polarization;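 active = inhibition above the mean inhibition across the screen plus 3 SD, cut at about 25% in these data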;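 also: inhibitors block binding of the rhodamine activity-based probe so polarization drops; 0% = enzyme with DMSO and 100% = wells lacking pPAFAH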
# Target sequence (Q13093 whole entry, looked up): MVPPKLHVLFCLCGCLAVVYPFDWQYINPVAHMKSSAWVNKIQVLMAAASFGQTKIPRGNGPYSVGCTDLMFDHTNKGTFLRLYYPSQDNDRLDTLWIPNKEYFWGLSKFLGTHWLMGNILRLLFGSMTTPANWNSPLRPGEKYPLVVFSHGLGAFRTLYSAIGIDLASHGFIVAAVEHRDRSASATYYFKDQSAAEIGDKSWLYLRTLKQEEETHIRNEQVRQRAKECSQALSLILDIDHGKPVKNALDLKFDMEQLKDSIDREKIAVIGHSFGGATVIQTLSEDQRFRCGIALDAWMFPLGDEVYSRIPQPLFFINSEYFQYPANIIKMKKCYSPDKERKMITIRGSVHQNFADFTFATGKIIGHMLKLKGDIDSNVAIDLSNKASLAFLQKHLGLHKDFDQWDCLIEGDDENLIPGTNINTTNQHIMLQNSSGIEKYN
# PAD4 FP inh = PAD4 (human) enzyme inhibition. Q9UM07. recombinant PAD4, RCA probe fluorescence polarization. 330,000 tested, 0.41% active. inhibition, % at 6.36 µM;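 active = percent inhibition above a cutoff equal to the mean of all tested compounds plus 3 SD, cut at about 15% in these data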;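 also: 0% = PAD4 with RCA probe and DMSO and 100% = probe without PAD4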
# PAFAH2 FP inh = PAFAH2 (human) inhibition | inhibition, % at 3.39 µM | 340,000 tested, 0.99% active | recombinant PAFAH2, FP-rhodamine activity probe, fluorescence polarization | AID 492956;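 active = inhibition above the mean over all tested compounds plus 3 SD, cut at about 30% in these data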;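 also: inhibitors block probe labeling of enzyme so polarization drops; 0% = enzyme with DMSO and 100% = wells lacking PAFAH2 protein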
# LYPLA2 inh = blocks human lysophospholipase 2, a PME1 counter-screen. 320,000 tested, 0.38% active. recombinant LYPLA2, FP-Rh probe fluorescence polarization. inhibition, % at 5.9 µM;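 active = inhibition above the screen-wide mean plus 3 SD, limit set per campaign, cut at about 26% in these data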;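 also: 0% = LYPLA2 with DMSO and 100% = wells lacking LYPLA2 enzyme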
# PME-1 primary = blocks human protein phosphatase methylesterase 1. recombinant PME-1, FP-Rh probe fluorescence polarization. inhibition, % at 5.9 µM. 320,000 tested, 0.53% active;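 active = inhibition above the campaign mean of all compounds plus 3 SD, cut at about 26% in these data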;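 also: competitive labeling of PME-1 active site by serine hydrolase directed probe; 0% = PME-1 with DMSO and 100% = wells lacking PME-1 enzyme; inhibitors block probe labeling so polarization falls and inhibition rises; many of its hits are not listed in these tables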
# PAFAH1B2 inh = inhibitors of human PAFAH1B2; P68402; recombinant PAFAH1B2, FP-rhodamine activity probe, fluorescence polarization; inhibition, % at 3.39 µM; 340,000 tested, 1.2% active; AID 492953;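 active = inhibition above the mean of all tested compounds plus 3 SD, cut at about 24% in these data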;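 also: 0% = enzyme with DMSO and 100% = wells lacking PAFAH1B2; many of its hits are not listed in these tables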
# Target sequence (P68402 whole entry, looked up): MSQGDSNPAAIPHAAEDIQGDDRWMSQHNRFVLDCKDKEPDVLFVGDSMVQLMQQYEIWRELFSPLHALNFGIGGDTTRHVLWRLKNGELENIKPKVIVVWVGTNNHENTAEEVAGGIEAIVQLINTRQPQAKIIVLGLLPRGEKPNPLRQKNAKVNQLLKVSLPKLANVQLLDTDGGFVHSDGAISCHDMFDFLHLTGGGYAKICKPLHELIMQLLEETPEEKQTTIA
# LYPLA1 inh = counter-screen for PME1 inhibitors: inhibitors of human LYPLA1. O75608. AID 2174. 320,000 tested, 0.16% active. inhibition, % at 5.9 µM. recombinant LYPLA1, FP-Rh probe fluorescence polarization;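 active = inhibition above the mean of all tested compounds plus 3 SD, set per campaign, cut at about 14% in these data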;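 also: inhibitors block serine hydrolase probe labeling of LYPLA1 so polarization falls; 0% = enzyme with DMSO and 100% = wells lacking LYPLA1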
# GSTO1 counter = GSTO1 inhibition, counter-screen for RBBP9 inhibitors | P78417 | recombinant GSTO1, activity-based probe fluorescence polarization | inhibition, % at 5.96 µM | 300,000 tested, 1.1% active | AID 1974;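 active = inhibition above the campaign mean inhibition plus 3 SD, cut at about 35% in these data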;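 also: 0% = GSTO1-1 with DMSO and 100% = wells lacking GSTO1-1 enzyme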
# Target sequence (P78417 whole entry, looked up): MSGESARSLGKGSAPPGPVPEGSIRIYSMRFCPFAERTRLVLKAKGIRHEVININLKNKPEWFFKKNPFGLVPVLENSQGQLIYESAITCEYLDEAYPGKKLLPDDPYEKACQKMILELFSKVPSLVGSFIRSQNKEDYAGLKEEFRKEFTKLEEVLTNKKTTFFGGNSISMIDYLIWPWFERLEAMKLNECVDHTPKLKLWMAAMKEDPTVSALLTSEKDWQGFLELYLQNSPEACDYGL
# PAFAH1B3 FP inh = blocks human PAF acetylhydrolase 1B catalytic subunit 3; Q15102; recombinant PAFAH1B3, FP-rhodamine probe, fluorescence polarization; inhibition, % at 3.39 µM; 340,000 tested, 0.28% active;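 active = inhibition above the screen-wide average of all tested compounds plus 3 SD, cut at about 25% in these data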;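 also: 0% = enzyme with DMSO only and 100% = wells lacking PAFAH1B3 protein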
# Numbers without * were called inactive; . = not tested or not shown. This is a subset; rates above refer to the full screens.
SMILES,pPAFAH FP inh,PAD4 FP inh,PAFAH2 FP inh,LYPLA2 inh,PME-1 primary,PAFAH1B2 inh,LYPLA1 inh,GSTO1 counter,PAFAH1B3 FP inh
COCCN(C(=O)COC(=O)CCc1ccccc1OC)c1c(N)n(Cc2ccccc2)c(=O)[nH]c1=O,-1,2,-1,1,5,8,0,-8,2
O=S(=O)(c1cccc(-c2csc(-c3ccccc3)n2)c1)N1CCOCC1,0,8,-3,-7,-10,-1,-9,0,-6
CC(C)NC(=O)c1ccccc1NC(=O)CCc1ccccc1,1,-4,4,8,0,5,3,5,2
CC1(C)CC(=O)C(C=NCC2CCN(C(=S)Nc3cccc(Cl)c3)CC2)=C(O)C1,2,-7,1,12,-3,-2,0,3,11
Cc1cc(C)cc(OCc2nnc(SCC(=O)OC3CCCCC3)o2)c1,9,1,-4,5,8,4,3,2,0
CC1CN(S(=O)(=O)c2ccc(NC(=O)CCN3C(=O)c4ccccc4C3=O)cc2)CC(C)O1 (configuration not stated),-5,-3,5,1,4,-2,-4,1,3
Oc1ccccc1C1=Nc2ncnn2C(c2ccccc2)C1 (configuration not stated),-1,-3,5,9,0,2,-4,9,-5
CC(=O)c1ccc(NC(=O)COC(=O)c2c[nH]c3ccccc23)cc1,-4,-3,45*,-3,-11,-10,-8,.,21
COc1ccc(C2CC(c3cccc(Cl)c3)n3nc(N)nc3N2)cc1 (configuration not stated),4,2,-7,6,1,4,2,7,8
Nc1ccnc(C(F)(F)F)c1C(=O)c1ccccc1,0,-4,-6,0,-6,-2,0,-3,-7
CCNC(=S)N(Cc1ccc2c(c1)OCO2)C1CC(=O)N(c2ccc(F)cc2)C1=O (configuration not stated),4,-8,2,-2,5,9,-6,13,3
CCCCNC(=O)c1cc2c(=O)n3cccc(C)c3nc2n(CCN2CCOCC2)c1=N,1,-3,-1,-2,-5,-2,0,-2,1

# Arranged by the number under pPAFAH FP inh (low to high): 3 from the list above
SMILES,pPAFAH FP inh
CC1CN(S(=O)(=O)c2ccc(NC(=O)CCN3C(=O)c4ccccc4C3=O)cc2)CC(C)O1 (configuration not stated),-5
O=S(=O)(c1cccc(-c2csc(-c3ccccc3)n2)c1)N1CCOCC1,0
CCNC(=S)N(Cc1ccc2c(c1)OCO2)C1CC(=O)N(c2ccc(F)cc2)C1=O (configuration not stated),4

# (cont.)
SMILES,pPAFAH FP inh,PAD4 FP inh,PAFAH2 FP inh,LYPLA2 inh,PME-1 primary,PAFAH1B2 inh,LYPLA1 inh,GSTO1 counter,PAFAH1B3 FP inh
CC1(C)CC2CC(C)(CN2/C=N/c2sc3c(c2C#N)CC(C)(C)NC3(C)C)C1 (configuration not stated),6,-1,.,-2,-3,.,-2,8,.
CCOc1ccc(NC(=O)CCS(=O)(=O)c2cccc3nsnc23)cc1,0,-4,6,0,2,6,2,1,3
CN1c2ccccc2C(O)=C(C(=S)Nc2ccc(Cl)cc2)S1(=O)=O,3,-5,0,9,10,4,1,-8,11
CC(=O)C(Sc1nc(NC(C)(C)C)nc(N(C)C)n1)C(C)=O,3,-4,0,1,4,6,1,5,3
COc1ccc(C(=O)Nc2ccc3[nH]ccc3c2)cc1OC,1,1,1,1,1,2,2,4,9
O=C(CSc1nnnn1C1CC1)N1CCN(c2ccc(O)cc2)CC1,2,2,11,6,1,4,0,.,1
N#Cc1c(N)nc2c(c1N)CC(C(F)(F)F)O2 (configuration not stated),1,1,1,4,0,13,3,5,5
Cc1ccnc(NC(=O)CCC(=O)N(CC(=O)NC(C)(C)C)Cc2ccc3c(c2)OCO3)c1,-4,-1,-11,5,1,2,-2,0,-4
Cc1ccc(S(=O)(=O)NCC(=O)OCCOc2ccc(Br)cc2)cc1,13,3,-2,.,.,30*,.,.,12
CCc1cc2cccc(C)c2nc1SCC(=O)NC1CCCC1,4,-1,-10,-3,-6,5,-3,-2,1
CC(C)N(C(=O)C(F)(F)F)C(C(=O)NC1CCCCC1)c1ccncc1 (configuration not stated),1,-1,21,-6,3,2,-1,5,11
COc1ccc(C)cc1Nc1n[n+](C)c(-c2ccc(O)cc2O)s1,-1,-3,0,0,6,1,-2,3,-6
CC(=O)Nc1ccc(NC(=O)c2cccc(C(=O)OC(C)C)n2)cc1,4,-10,1,-8,-2,7,-4,-6,-4
O=C(CC1SC(=Nc2ccccc2)N(CCCO)C1=O)Nc1ccc(Cl)cc1 (configuration not stated),-5,7,2,-2,-6,6,-11,12,1
Cc1cc(C)nc(SCc2nnc(SCC(=O)O)n2-c2ccccc2)n1,-5,1,1,-1,4,0,1,-4,-1
COc1ccc(F)c(CN2CCN(CCc3ccccc3)C(CCO)C2)c1 (configuration not stated),4,-4,-2,-6,-1,7,1,1,6
COc1ccc(C(=O)NN=C2CCCC2)cc1,-2,-4,-1,7,0,-1,3,8,1
CC(C)Oc1ccc(C(=O)N/N=C/c2ccc(-c3ccc(S(=O)(=O)Nc4ncccn4)cc3)o2)cc1,14,-7,4,2,-10,2,-4,-8,-1
CCCc1nc2c(nnn2Cc2ccccc2Cl)c(=O)[nH]1,2,3,-1,5,9,2,3,1,1
CCOC(=O)c1cc2occc2n1CC(=O)NC1CCC(C)CC1 (configuration not stated),-2,-3,2,2,5,4,-2,0,4
CNC(=S)Nc1cccc(C(=O)OC)c1,7,-1,.,-2,-1,.,-3,2,.
COc1cccc(NC(=O)COC(=O)c2nc3nccc(C)n3n2)c1,6,1,-3,3,3,4,-1,13,1
Cc1ccc(S(=O)(=O)N2CCN(C(=O)c3cc(S(=O)(=O)N(C)C)ccc3N3CCCC3)CC2)cc1,-5,-1,3,4,-4,8,3,10,5
CCCN1C(=O)/C(=C/c2ccc(OCc3ccc(C(=O)O)cc3)c(OC)c2)NC1=S,4,-4,.,4,1,.,1,-13,.
O=C(CCCCl)Nc1c2c(nn1-c1ccccc1)CSC2,2,3,4,4,-1,-1,3,5,12
CC(=O)N[C@H]1C[C@@H]1c1ccccc1,2,-1,-2,2,5,0,-1,-2,-4
CC(=O)Cn1c(CN2CCN(C(=O)c3ccco3)CC2)nc2c1c(=O)n(C)c(=O)n2C,3,0,-2,1,6,-1,-2,1,0
COc1ccc(C(c2c(C)[nH]n(-c3ccccc3)c2=O)c2c(C)[nH]n(-c3ccccc3)c2=O)cc1OC,-6,69*,5,-3,5,4,-4,69*,4
COC(=O)Cc1c(C)nc2nc(-c3cccnc3)[nH]n2c1=O,-4,1,-8,-6,6,6,1,-1,-1
Cc1ccc(-c2cc(C(=O)NCCCN3CCOCC3)c3ccccc3n2)cc1,4,3,2,1,0,-6,-1,10,6
CCn1c(SCc2ccc(Cl)cc2Cl)nc2nc3c(cc2c1=O)CCCC3,1,-2,-6,-1,1,3,0,2,7
CCCCNc1c(N)n(CCCC)c(=O)[nH]c1=O,2,-3,.,4,-4,.,3,-2,.
CCn1c(SCC(=O)N(C)C2CCCCC2)nc2cc(S(N)(=O)=O)ccc21,4,-3,-1,3,0,5,-3,.,4
O=C(CSc1nc2ccccc2[nH]1)NCc1ccc2c(c1)OCO2,4,3,-9,-2,-6,10,1,18,7
CCOc1ccccc1/C=C/C(=O)N1CCN(C(=O)c2ccco2)CC1,2,-7,-4,.,.,-7,.,.,10
CC(C(=O)O)n1cc(Cl)cn1 (configuration not stated),-6,0,.,-9,-4,.,-6,-5,.

# No new results follow: an excerpt of the list.
SMILES,pPAFAH FP inh,PAD4 FP inh,PAFAH2 FP inh,LYPLA2 inh,PME-1 primary,PAFAH1B2 inh,LYPLA1 inh,GSTO1 counter,PAFAH1B3 FP inh
CC(=O)N[C@H]1C[C@@H]1c1ccccc1,2,-1,-2,2,5,0,-1,-2,-4
CC(=O)Cn1c(CN2CCN(C(=O)c3ccco3)CC2)nc2c1c(=O)n(C)c(=O)n2C,3,0,-2,1,6,-1,-2,1,0
COc1ccc(C(c2c(C)[nH]n(-c3ccccc3)c2=O)c2c(C)[nH]n(-c3ccccc3)c2=O)cc1OC,-6,69*,5,-3,5,4,-4,69*,4
COC(=O)Cc1c(C)nc2nc(-c3cccnc3)[nH]n2c1=O,-4,1,-8,-6,6,6,1,-1,-1
Cc1ccc(-c2cc(C(=O)NCCCN3CCOCC3)c3ccccc3n2)cc1,4,3,2,1,0,-6,-1,10,6
CCn1c(SCc2ccc(Cl)cc2Cl)nc2nc3c(cc2c1=O)CCCC3,1,-2,-6,-1,1,3,0,2,7
CCCCNc1c(N)n(CCCC)c(=O)[nH]c1=O,2,-3,.,4,-4,.,3,-2,.
CCn1c(SCC(=O)N(C)C2CCCCC2)nc2cc(S(N)(=O)=O)ccc21,4,-3,-1,3,0,5,-3,.,4
O=C(CSc1nc2ccccc2[nH]1)NCc1ccc2c(c1)OCO2,4,3,-9,-2,-6,10,1,18,7
CCOc1ccccc1/C=C/C(=O)N1CCN(C(=O)c2ccco2)CC1,2,-7,-4,.,.,-7,.,.,10

# More compounds follow:
SMILES,pPAFAH FP inh,PAD4 FP inh,PAFAH2 FP inh,LYPLA2 inh,PME-1 primary,PAFAH1B2 inh,LYPLA1 inh,GSTO1 counter,PAFAH1B3 FP inh
COc1ccc(CCN2C(=O)C3C4C=CC(C3C2=O)C2C(=O)N(CCc3ccc(OC)c(OC)c3)C(=O)C42)cc1OC (configuration not stated),2,2,-9,19,-5,0,3,0,7
CCN(CC(=O)Nc1ccc(C(=O)OC)cc1)Cc1ccccc1,-1,-2,-3,3,1,-4,8,4,0
CCCCOc1ccc(C(=O)NCC2(c3ccc(OC)cc3)CCOCC2)cc1,7,-1,-7,-2,-2,-3,2,-1,1
O=C(O)CCCCCNc1nc(=S)[nH]c2ccccc12,-9,-6,1,-5,-8,3,-6,-6,1
Cc1ccc(C(=O)N/N=C\C=C\c2ccccc2[N+](=O)[O-])cn1,4,-1,19,7,0,-4,1,4,0
Cc1ccc(NC(=O)COC(=O)C2COc3ccccc3O2)cc1 (configuration not stated),0,2,6,-3,1,2,-2,.,6
CCCCC(=O)Nc1ccc(C(=O)NCCc2ccc(S(N)(=O)=O)cc2)cc1,3,-9,-8,-3,-7,1,0,-6,-4
Nn1c(SCC(=O)N2CCCCCC2)nnc1-c1ccncc1,5,-3,-3,0,-1,2,0,0,2
CCC(C)c1ccc(OCCn2cc(/C=N/NC(=O)CSc3nnc(C)s3)c3ccccc32)cc1 (configuration not stated),26*,-3,-12,-2,4,4,-14,1,14
Cc1nn(C)c(C(=O)N/N=C/c2cccnc2)c1Br,-5,3,6,-3,1,1,-1,2,3
CCN1C(=O)/C(=C/c2nc3ccccc3c(=O)n2-c2ccc(C)cc2)c2ccccc21,-1,3,6,2,0,2,-3,6,5
CCNC(=O)CCSc1nc(C)cc(C)n1,0,-1,2,1,0,2,0,5,5
O=C(Nc1nnc(SCc2ccc(F)cc2)s1)C1Cc2ccccc2CN1C(=O)c1ccco1 (configuration not stated),22,-5,5,-1,-1,13,4,-12,-5
COc1ccc(NC(=O)CN2C(=O)C(c3ccccc3)=NC23CCCCCC3)cc1OC,-1,0,-9,4,2,-6,1,4,-3
O=C(CSc1n[nH]c(=O)n1Cc1ccco1)c1ccc2c(c1)OCCO2,-2,1,6,-1,-6,-3,0,6,1
O=C(O)c1ccc(OCCn2ccnc2)cc1,-1,3,-5,3,2,-3,3,3,8

# Screens as filed in PubChem BioAssay.
